Screens (PubChem BioAssay)
Menin-MLL TR inh: qHTS Assay for Inhibitors Targeting the Menin-MLL Interaction in MLL Related Leukemias: Competition With Texas Red Labeled MLL-derived Mutant Peptide; O00255; Menin + Texas Red MLL mutant peptide, fluorescence polarization; Potency, µM (doses to about 61.6 µM), inactives show at the top dose FP activity change, negative = inhibition, usual class: inhibitors; 270,000 tested, 0.23% active; AID 1768, 2009; active = well fitted inhibition curve with a large enough effect in the polarisation, with a control signal flat, not every such curve was filed as active; inconclusive = small, poorly fitted or top-dose-only effect, or effect the other way, or a change in a side signal; inactive = no such curve, though single readings can be large or run the other way; the % refers to the polarisation; note: potency is the fitted concentration of half-maximal effect; % of control where 0% means no effect; many of its hits are not listed in these tables
Target sequence (O00255 whole entry, looked up): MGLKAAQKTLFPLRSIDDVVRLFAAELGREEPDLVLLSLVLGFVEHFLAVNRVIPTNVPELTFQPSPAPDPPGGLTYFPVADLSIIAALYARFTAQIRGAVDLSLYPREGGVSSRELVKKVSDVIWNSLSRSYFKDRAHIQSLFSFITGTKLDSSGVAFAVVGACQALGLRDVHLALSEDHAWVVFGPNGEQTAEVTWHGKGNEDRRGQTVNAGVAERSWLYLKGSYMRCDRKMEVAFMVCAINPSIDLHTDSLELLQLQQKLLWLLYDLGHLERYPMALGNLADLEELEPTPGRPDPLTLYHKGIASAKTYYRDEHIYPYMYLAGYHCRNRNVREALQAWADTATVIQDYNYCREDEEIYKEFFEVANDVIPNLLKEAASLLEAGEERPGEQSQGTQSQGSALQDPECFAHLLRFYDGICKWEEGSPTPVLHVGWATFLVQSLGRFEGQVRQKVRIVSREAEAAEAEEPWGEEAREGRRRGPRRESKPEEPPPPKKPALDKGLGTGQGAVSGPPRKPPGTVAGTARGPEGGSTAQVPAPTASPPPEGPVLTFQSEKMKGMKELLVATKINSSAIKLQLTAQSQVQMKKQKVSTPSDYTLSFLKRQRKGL
CXXC DNA block: qHTS Fluorescence Polarization Assay for Inhibitors of MLL CXXC domain - DNA interaction | 290,000 tested, 0.037% active | MLL-CXXC / FITC-HOXA9 DNA fluorescence polarization | Potency, µM (doses to about 115 µM), for the others: at the top dose activity change, negative = inhibition, actives largely listed as inhibitors | Histone-lysine N-methyltransferase 2A (Homo sapiens), Q03164; active = well fitted inhibition curve with a large enough effect in the polarisation, with a control signal flat, not every such curve was filed as active; inconclusive = small, poorly fitted or top-dose-only effect, or effect the other way, or a change in a side signal; inactive = no such curve, though single readings can be large or run the other way; the % refers to the polarisation; note: potency is the fitted concentration of half-maximal effect
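Fluorescence polarization: 7 uM MLL-CXXC (stock) preincubated 5 min with compounds, then 50 nM fluorescein-HOX-A9 DNA (stock) added; 30 min ambient. Buffer 50 mM Tris-HCl pH 7.5, 50 mM NaCl, 1 mM DTT, 0.05% BSA.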
TRPV1 agonist: HTS Assay for Compounds that Act as Agonists of the Vanilloid Receptor 1; Transient receptor potential cation channel subfamily V member 1 (Homo sapiens), Q8NER1; TRPV1-expressing cells, Fluo-8 calcium influx, agonist mode; activation, % at 8.33 µM; 320,000 tested, 0.19% active; in the data active = activation above about 80%; inconclusive = between about 30% and that limit; note: 0% is about no effect
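Cells expressing TRPV1 were dye-loaded with Fluo-8 and read kinetically: 10 s baseline, 3 min after compound (agonist portion), then 2 min after EC20 capsaicin (allosteric enhancer portion). Calcium-bound dye fluorescence at 480/520 nm.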
PKM2 activator: qHTS Assay for Activators of Human Muscle isoform 2 Pyruvate Kinase; purified PKM2, Kinase-Glo ATP luminescence, activation; response scale: 0% is enzyme alone, no compound; 260,000 tested, 0.34% active; Potency, µM (top dose mostly 57.5 µM), for inactives: top-dose activation, actives largely listed as activators; Pyruvate kinase PKM (Homo sapiens), P14618; note: potency is the fitted concentration of half-maximal effect; % is set by controls: 0 for no effect and ±100 for the full control effect; nearly all actives have a fitted effect of over 55% in size
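hPK-M2, >95% pure; 0.1 mM ADP / 0.5 mM PEP final; imidazole pH7.2 buffer w/ 7 mM MgCl2, 50 mM KCl; 1 h RT; Kinase-Glo lum. Intermediate enzyme activity for dual inhibitor/activator qHTS.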
FBPA coupling cs: qHTS Assay for Inhibitors of Fructose-1,6-bisphosphate Aldolase from Giardia Lamblia: Coupling assay counterscreen. coupling enzyme system counterscreen, AmpLite Red fluorescence. activity change, negative = inhibition, % at 58.2 µM, hits read low. 290,000 tested, 0.67% active; in the data active = activity change below about -30%; note: % is set by controls: 0 for no effect and ±100 for the full control effect
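Final compound at 57.5 uM, incubated 10 min at RT with coupling enzyme reagent (glyceraldehyde-3-phosphate), then 20 min with substrate and AmpLite Red detection. Fluorescence read at 525/598 nm; tests interference with the coupling assay, not aldolase inhibition.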
Giardia kill: Small Molecules that selectively kill Giardia lamblia: qHTS. Giardia lamblia trophozoite viability. 340,000 tested, 0.15% active. activity change, % at 7.66 µM, hits read low. AID 540267, 2011; in the data active = activity change below about -80%; inconclusive = between about -30% and that limit;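 note: parasites exposed to compound for two days anaerobically before the ATP read; % is set by controls: 0 for no effect and ±100 for the full control effect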
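Giardia lamblia trophozoites (100 cells/well) were incubated with compounds for 48 h at 37 deg C under anaerobic conditions. Viability was read as ATP content by one-step luminescence after 15-30 min at room temperature.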
KCNH2 WT inh: qHTS for Inhibitors of KCHN2 3.1: Wildtype qHTS; Voltage-gated inwardly rectifying potassium channel KCNH2 (Homo sapiens), Q12809; U2OS, BacMam KCNH2, thallium flux FluxOr; hits give low values; activity change, % at 1.84 µM; 340,000 tested, 0.37% active; AID 720551, 2013;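 active = maximum activity change below -70%; inconclusive = maximum activity change between -70% and -50%; inactive = maximum activity change above -50%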; note: % is set by controls: 0 for no effect and ±100 for the full control effect
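U2OS cells were transduced with wild-type KCNH2 virus (2.03 x 10^8 / mL) for 4 h at room temperature, then cultured overnight at 37 C. Thallium flux was read with FluxOr dye. Rate constants were normalized to DMSO controls.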
GALK inh: qHTS Assay for Inhibitors of Human Galactokinase (GALK); Potency, µM (doses to about 57.5 µM), without a hit: top-dose activity change, negative = inhibition, usual class: inhibitors; Purified GALK, Kinase-Glo residual ATP luminescence; AID 1868, 2009; P51570; 270,000 tested, 0.007% active; note: potency is the fitted concentration of half-maximal effect; % is set by controls: 0 for no effect and ±100 for the full control effect
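5 nM enzyme, 35 uM ATP, 100 uM galactose, 20 mM HEPES pH8.0, 5 mM MgCl2; 1 h RT; residual ATP by Kinase-Glo Plus luminescence, qHTS format.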
USP2a inh: qHTS Assay for Inhibitors of Ubiquitin-specific Protease USP2a Using CHOP2 as the Reporter. Ubiquitin carboxyl-terminal hydrolase 2 (Homo sapiens), O75604. USP2 core, Ub-CHOP2 coupled fluorogenic reporter, 485/531. Potency, µM (series often up to 38.3 µM), inactives show at the top dose activity change, negative = inhibition, most hits filed as inhibitors. 330,000 tested, 0.01% active;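 note: potency is the fitted concentration of half-maximal effect; plate controls were DMSO wells for no effect and full inhibition by NEM control for full effect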
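Cell-free coupled assay: 10nM USP2 core preincubated 30min RT with compound in Tris-HCl pH 8.0/CaCl2/CHAPS buffer, then 25nM Ub-CHOP2 and 25nM reporter substrate; fluorescence (Ex 485/Em 531) read after 60min RT, normalized to NEM inhibition, concentration-response curves fitted.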
B2AR arrestin: qHTS assay of beta-arrestin-biased ligands of beta2-adrenergic receptor; beta-arrestin recruitment to beta2AR, cell-based reporter; Potency, µM (top dose mostly 46.1 µM), for the others: at the highest dose activation, actives largely listed as activators; 330,000 tested, 0.02% active; AID 492947, 2010;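 note: potency is the fitted concentration of half-maximal effect; 0% = DMSO controls and full agonism = EC100 isoproterenol or metaproterenol; nearly all actives have a fitted effect of over 65% in size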
Target sequence (P07550 whole entry, looked up): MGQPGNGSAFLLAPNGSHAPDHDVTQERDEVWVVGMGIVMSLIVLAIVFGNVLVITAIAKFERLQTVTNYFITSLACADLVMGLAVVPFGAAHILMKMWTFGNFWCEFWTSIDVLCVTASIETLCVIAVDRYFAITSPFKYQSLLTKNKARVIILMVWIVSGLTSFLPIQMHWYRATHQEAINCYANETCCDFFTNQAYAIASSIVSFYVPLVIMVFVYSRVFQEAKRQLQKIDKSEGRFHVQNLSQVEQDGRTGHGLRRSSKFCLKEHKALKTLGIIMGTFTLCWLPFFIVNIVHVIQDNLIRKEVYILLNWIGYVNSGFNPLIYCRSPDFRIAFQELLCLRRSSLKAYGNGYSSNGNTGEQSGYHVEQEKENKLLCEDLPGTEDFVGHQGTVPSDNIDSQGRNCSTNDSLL
KCNH2 3.1 block: qHTS for Inhibitors of KCHN2 3.1: Mutant qHTS | 340,000 tested, 0.95% active | U2OS KCNH2 3.1, thallium flux FluxOr; hits give low values | AID 720553, 2013 | activity change, % (tested at about 1.8 µM) | Potassium voltage-gated channel subfamily H member 2, brain isoform KCNH2 3.1 (human);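 active = maximum activity change below -70%; inconclusive = maximum activity change from -70% to -50%; inactive = maximum activity change above -50%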;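 note: thallium influx rate constant from kinetic fluorescence after stimulation buffer; % is set by controls: 0 for no effect and ±100 for the full control effect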
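We transduce U2OS cells with the mutant 3.1 virus, culture them overnight, load FluxOr with Red40 quencher for 45 min, then add stimulation buffer and read kinetically for 2 min to derive a normalized rate constant.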
Starred values were filed as active, the others as inactive; ? = inconclusive; . = not tested or not shown; & = joins results of further samples; [ ] = another dose, or the depositor's remark. Unless noted, calls come from the whole dose curve; as a rule, active = well fitted curve in the direction sought with a large enough effect; inconclusive = small, poorly fitted or top-dose-only effect, or another doubt; inactive = no such curve, though single readings can be large; an effect the other way counts as inactive or inconclusive. This is a subset; rates above refer to the full screens.

SMILES	Menin-MLL TR inh	CXXC DNA block	TRPV1 agonist	PKM2 activator	FBPA coupling cs	Giardia kill	KCNH2 WT inh	GALK inh	USP2a inh	B2AR arrestin	KCNH2 3.1 block
COC(OC)c1ccc(C#N)c(SCc2ccccc2)n1	.	-10%	.	-6%	-1	14	-2	-2%	-7%	-0.2%	-2
O=C(c1ccc(-c2nc3ccccc3s2)s1)N1CCOCC1	-16%	-5%	?	-50%	-1	-84*	-12	18%	-1%	0.2%	15
COc1cc(OC)c(-c2c3cc(O)c(=O)cc-3oc3cc(O)c(O)cc23)cc1OC	?	?	104*	-8%	-17	-14	-20	2%	?	-1.1%	-1
CN(Cc1ccccc1)C1CCN(Cc2ccccc2[N+](=O)[O-])CC1	-10%	0%	-3	0%	1	11	39	-9%	-1%	-1.3%	-31
CCC/C=C1/CCCOC(C(=O)NCc2ccc(C)o2)(C(F)(F)F)C1 (stereo not given)	-2%	.	.	.	-3	19&21	0	.	0%	0.3%	-3
O=C(Nc1ccc(F)cc1)c1cccnc1Oc1ccccc1	9%	24%	2	.	-1	-2	13	-2%	1%	-1.2%	2
CCOC(=O)C1[C@H]2C(=O)N(CCCOC)C[C@]23C=C[C@H]1O3 (stereo not given in full)	15%	-8%	1	-2%	0	0	-43	2%	1%	0.3%	.
COc1ccc(CN2CCNC(=O)C2CC(=O)NCc2csc(C(C)C)n2)c(OC)c1 (stereo not given)	?	-4%	-1	30%	-1	23	-5	11%	1%	-0.1%	-6
COc1cccc(C(C)NC(=O)c2c(F)cccc2Cl)c1 (stereo not given)	-2%	9%	-4	-16%	2	-3	-7	3%	0%	-0.3%	-3
C=C(Cl)COC(=O)C1C2C=CC(C2)C1C(=O)O (stereo not given)	8%	7%	-3	6%	5	9	9	0%	2%	-0.2%	1
O=C1CCN(C(=O)CSc2ccc(Cl)cc2)N1	7%	-1%	2	.	4	-2	2	0%	2%	0.0%	17
Clc1ccc(OCCCCSc2ncccn2)cc1	-7%	-4%	2	-1%	0	15	-3	-2%	-3%	0.2%	-2
Cc1ccc(C(=O)OCC(=O)NC2CCCC2)cc1C	-15%	-1%	19	.	-1	-9	-9	3%	-1%	-1.1%	-3
O=C1N[C@@H](Cc2c[nH]c3ccccc23)COC(=O)[C@@H](Cc2ccc(F)cc2)CC/C=C/C[C@@H]1CC(=O)N(CCO)Cc1ccccc1	.	.	.	.	.	-7	1	.	-10%	0.4%	0
Cc1ccc(NS(=O)(=O)c2cc(C(=O)NCc3ccccn3)ccc2Cl)cc1	-1%	-4%	0	0%	.	5	-15	-4%	4%	-0.6%	5
CC(C)(C)c1ccc(C(=O)Nc2cccc(S(=O)(=O)NC3=NCCC3)c2)cc1	.	.	9	.	.	?	0	.	-1%	-0.2%	5
Fc1ccc(Nc2cccc3nccnc23)cc1	4%	7%	21	0%	-3	19	-3	3%	-2%	-0.7%	-3
COc1ccc(OCc2nc3ccc(S(=O)(=O)Nc4ccccc4Cl)cc3[nH]2)cc1	?	4%	0	?	9	7	4	0%	-1%	1.8%	-8
Cc1nnc2c(NC(C)C)nc3ccccc3n12	-7%	11%	1	-8%	1	-9	0	-2%	2%	0.1%	7
CCc1cccc(C)c1NC(=O)CSc1nnc(Cc2csc(C)n2)o1	.	.	-1	.	.	-1	-3	.	0%	0.1%	-9
CC(=O)N/N=C\c1cccc(OC/C=C/c2ccccc2)c1	.	6%	-3	-5%	.	-13	-10	-1%	0%	0.0%	12
O=C(CSCC(=O)Nc1ccc2ccccc2c1)NCc1ccccc1	1%	7%	5	1%	.	-1	8	-5%	-2%	-0.5%	9
CCc1ccc(S(=O)(=O)Nc2nnc(N)s2)cc1	-6%	6%	-2	-1%	0	5	3	-3%	0%	-0.3%	-6
Cc1cc(Br)cc(Cl)c1OCC(=O)NC(=O)NCc1ccccc1	1%	0%	3	0%	3	4	-10	-1%	6%	-0.4%	-25
COc1ccccc1N1CCN(/N=C/c2ccc(OC)c(OC)c2OC)CC1	-9%	-1%	-2	4%	-1	?	0	-1%	1%	0.1%	3
CC(C)Nc1nc(NC(C)C)nc(NS(=O)(=O)c2ccc(N)cc2)n1	2%	7%	4	-5%	0	9	-11	-3%	0%	-0.1%	-17
CCCCS(=O)(=O)N1CCCC(C(=O)N2CCOCC2)C1 (stereo not given)	4%	-7%	0	3%	0	4	-4	-1%	-1%	0.0%	21
COc1ccc(N=C2SCC(=O)N2CCc2ccc(OC)c(OC)c2)cc1	.	-5%	1	2%	-1	-12	-6	2%	1%	-0.7%	-19
COc1cccc(CCNC(=O)C2CCC(=O)N(C3CC3)C2)c1OC (stereo not given)	9%	-8%	2	-1%	-4	11	-1	.	0%	0.1%	8
Cn1nccc1C(=O)Nc1sc2c(c1C(N)=O)CCCC2	12%	37%	2	2%	1	-13	-14	1%	1%	-0.1%	2
COc1ccc(C(=O)NC(C)c2nnc(SCC(=O)NC3CCCC3)n2C)cc1 (stereo not given)	0%	-4%	-3	.	2	0	0	-2%	-1%	0.3%	-4
O=C(C1CCCO1)N1CCN(C(=S)Nc2ccccc2F)CC1 (stereo not given)	-2%	8%	-6	-7%	3	-25	1	0%	5%	-0.1%	-1
CCN(CC(=O)NCc1cccs1)c1ccc(S(=O)(=O)N2CCN(C)CC2)cn1	.	-5%	-2	-4%	-4	12	-3	1%	1%	0.4%	0
COc1c(OC2OC(C(=O)O)C(O)C(O)C2O)cc(O)c2c(=O)cc(-c3ccccc3)oc12 (stereo not given)	-21%	0%	2	-3%	0	18	.	.	0%	-0.4%	.
NS(=O)(=O)c1ccc(CCNC(=O)c2cc(=O)[nH]c3ccccc23)cc1	-3%	9%	-5	-2%	1	36[activator]	7	-3%	3%	0.3%	18
CCOC(=O)Nc1ccc2c(COC(=O)CNS(=O)(=O)c3cccc(Br)c3)cc(=O)oc2c1	2%	11%	2	1%	-1	0	-4	-4%	0%	-1.4%	-5
NC(=O)CS(=O)(=O)c1nc2ccccc2n1Cc1ccccn1	0%	8%	-2	1%	2	5	-6	5%	0%	0.0%	-16
Cc1oc(-c2ccccc2F)nc1CS(=O)CC(=O)NCc1cccs1 (stereo not given)	-7%	-1%	2	1%	1	21	-9	-2%	0%	-0.8%	-1
CCCN(C(=O)COc1ccc(Cl)cc1Cl)c1c(N)n(Cc2ccccc2)c(=O)[nH]c1=O	?	?	-2	1%	4	-19	3	0%	0%	-0.3%	5
COc1ccc(-c2noc(CCC(=O)N3CCN(c4ccc(Br)cc4)CC3)n2)cc1	.	.	.	.	.	8	10	.	0%	-0.7%	-1
O=C1CC(c2ccccc2)CC(O)=C1C=NCc1ccccc1Cl (stereo not given)	?	0%	26	4%	-2	-1	6	-2%	0%	-0.7%	4
O=C(NC(=S)NCc1ccc2c(c1)OCO2)c1ccccc1	8%	-6%	9	-4%	2	19	-1	2%	2%	0.0%	-5
O=C(O)c1ccccc1N/C=C\[N+](=O)[O-]	-11%	3%	3	-10%	-8	1	-18	5%	-1%	3.6%	-1
CN(C)c1ccnc(SCc2ccccc2Cl)c1C#N	13%	7%	8	6%	2	2	11	9%	4%	0.1%	8
CCOC(=O)C1(CCCc2ccccc2)CCN(C(=O)CCOC)CC1	-8%	0%	?	7%	3	-2	.	2%	1%	-1.2%	-11
O=C(COc1ccccc1C(=O)NCc1ccncc1)Nc1ccc(Br)cc1	10%	3%	5	1%	-1	7	4	10%	0%	0.0%	-4
[O-]/C(=C(\C(=S)Nc1cccc2ccccc12)[n+]1ccccc1)c1ccc(Cl)s1	?	6%	-3	-1%	-39*	-17	-19	-2%	-2%	-0.5%	-9
CC(C)Oc1ccc(N2CC(C(=O)Nc3ccccc3C(=O)NC3CC3)CC2=O)cc1 (stereo not given)	.	.	3	.	.	-4	11	.	-2%	0.1%	-6
